USP7 block = blocks human USP7 ubiquitin-rhodamine cleavage; inhibition, % at 20 µM; AID 1645854; purified USP7, Ub-rhodamine cleavage fluorescence; hit rate 0.3% among 47,000; Q93009
UCHL1 block = human UCHL1 deubiquitinase inhibition | P09936 | AID 1645859 | inhibition, % at 20 µM | hit rate 0.2% among 47,000 | purified UCHL1, Ub-rhodamine cleavage fluorescence
OTUD3 block = inhibitors of human OTUD3 deubiquitinase; Q5T2D3; purified OTUD3, Ub-rhodamine fluorescence, 2 h; inhibition, % at 25 µM; hit rate 0.7% among 47,000; AID 1645858
USP17 block = human USP17-like deubiquitinase inhibition. hit rate 6.5% among 47,000. AID 1645855. inhibition, % at 50 µM. A8MUK1. purified USP17, Ub-rhodamine cleavage fluorescence, 3 h
Target sequence (A8MUK1 whole entry, looked up): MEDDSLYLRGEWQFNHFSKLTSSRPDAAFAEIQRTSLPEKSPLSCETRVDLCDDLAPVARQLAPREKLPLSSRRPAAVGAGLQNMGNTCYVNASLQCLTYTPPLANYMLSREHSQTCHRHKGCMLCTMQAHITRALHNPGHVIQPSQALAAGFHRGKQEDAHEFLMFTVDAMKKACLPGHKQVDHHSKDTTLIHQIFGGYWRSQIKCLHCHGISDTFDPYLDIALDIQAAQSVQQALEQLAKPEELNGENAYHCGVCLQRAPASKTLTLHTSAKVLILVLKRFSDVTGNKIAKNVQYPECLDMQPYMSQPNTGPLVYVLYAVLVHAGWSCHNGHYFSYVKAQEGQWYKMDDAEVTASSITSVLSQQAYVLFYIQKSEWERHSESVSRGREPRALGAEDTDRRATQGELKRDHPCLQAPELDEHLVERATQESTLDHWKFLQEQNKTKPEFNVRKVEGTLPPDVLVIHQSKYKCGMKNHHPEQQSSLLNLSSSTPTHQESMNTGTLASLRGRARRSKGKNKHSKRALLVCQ
USP8 block = blocks human USP8 ubiquitin-rhodamine cleavage; P40818; purified USP8, Ub-rhodamine cleavage fluorescence, 30 min; inhibition, % at 20 µM; hit rate 4.2% among 47,000
USP10 block = human USP10 deubiquitinase inhibition. inhibition, % at 20 µM. hit rate 1.1% among 47,000. purified USP10, Ub-rhodamine fluorescence, 60 min. Q14694
USP30 inh = blocks human USP30 ubiquitin-rhodamine cleavage. purified USP30, Ub-rhodamine cleavage fluorescence. inhibition, % at 25 µM. hit rate 5.3% among 47,000
Target sequence (Q70CQ3 whole entry, looked up): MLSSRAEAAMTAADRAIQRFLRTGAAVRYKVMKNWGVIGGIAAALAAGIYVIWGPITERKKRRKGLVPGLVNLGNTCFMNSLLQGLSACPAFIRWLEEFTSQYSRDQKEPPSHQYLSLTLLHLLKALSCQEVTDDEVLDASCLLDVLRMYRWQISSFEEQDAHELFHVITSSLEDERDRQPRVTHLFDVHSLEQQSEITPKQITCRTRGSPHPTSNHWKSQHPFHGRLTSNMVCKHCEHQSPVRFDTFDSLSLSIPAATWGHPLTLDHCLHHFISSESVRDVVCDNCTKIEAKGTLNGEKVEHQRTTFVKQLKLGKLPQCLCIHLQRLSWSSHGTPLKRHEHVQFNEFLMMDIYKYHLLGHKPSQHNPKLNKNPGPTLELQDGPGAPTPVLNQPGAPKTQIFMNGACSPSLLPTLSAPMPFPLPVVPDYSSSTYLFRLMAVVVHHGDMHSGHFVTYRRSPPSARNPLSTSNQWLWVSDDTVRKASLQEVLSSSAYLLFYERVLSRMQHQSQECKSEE
USP28 inh = blocks human USP28 ubiquitin-rhodamine cleavage; Q96RU2; purified USP28, Ub-rhodamine cleavage fluorescence, 30 min; inhibition, % at 25 µM; hit rate 3% among 47,000
The depositor's hits bear a star; x = not tested or not shown. Rule as the data show it: active = inhibition above about 30%; inactive = the rest.

SMILES	USP7 block	UCHL1 block	OTUD3 block	USP17 block	USP8 block	USP10 block	USP30 inh	USP28 inh
O=C(Nc1nccnc1C(=O)NCc1ccccc1)c1ccccc1	-6.7	-3.1	-17.4	-24.2	4.2	-0.5	-9.1	-4.4
CN(C)CCNc1ccn2nc(-c3ccco3)cc2n1	-22.6	-15.7	-61.1	-58.5	-16.0	-6.2	-260.6	-73.2
O=C(CSc1nnc(-c2cnccn2)s1)c1ccc(Cl)cc1	4.3	-0.3	-12.5	-0.3	17.8	5.4	-1.3	-2.6
Cc1sc(-c2ccno2)cc1S(=O)(=O)N1CCc2ccccc2C1	2.1	-1.3	-9.3	-19.4	7.6	-2.1	-44.5	-8.5
COc1ccc(C(=O)N(C)CCc2noc(-c3ccc(Cl)cc3)n2)cc1	-56.1	1.7	-2.0	-4.7	-6.3	0.0	0.7	-3.5
CCOCc1nnc(NC(=O)C2CC(=O)N(CCc3ccc(F)cc3)C2)s1 (stereo not given)	1.0	-2.4	-1.7	-1.0	-22.9	-2.2	0.0	-0.7
CNC1C(O)C(OC2OC(C(C)N)CCC2N)C(N)C(O)C1OC (stereo not given)	2.7	-7.4	-12.3	-17.4	-8.3	-7.6	-34.6	-11.4
CCOc1cc2c(cc1OCC)C1CC(=O)N(c3ccc(Cl)cc3)C(=O)N1CC2 (stereo not given)	0.1	1.3	7.3	5.3	-8.9	1.3	7.2	8.5
CC(=O)C1C(=O)C=C(c2ccccc2)CC1c1ccccc1 (stereo not given)	-3.2	-2.1	6.7	31.5*	10.6	4.4	2.6	5.5
Cc1noc(-c2ccnc(-n3ncc(C(=O)N(C)Cc4ccccc4)c3C)c2)n1	-0.2	-0.1	3.7	-3.9	-4.0	0.7	10.5	2.5
COC(=O)c1cc2c(ccn2C)n1CC(=O)N1CCN(c2ccccc2F)CC1	-4.5	-0.7	-53.1	-16.6	-5.3	-3.8	-132.0	-24.6
Clc1cccc(-c2nc(N3CCC(N4CCCCC4)CC3)nc3c2COc2ccccc2-3)c1	-12.6	-12.5	-74.6	-77.9	-17.0	-6.3	-219.7	-81.8
N#Cc1ccc(C(=O)N2CCCC(n3c(=O)[nH]c4cncnc43)C2)cc1 (stereo not given)	-21.5	-23.0	-27.0	-41.7	-19.3	-6.5	-121.4	-32.8
CCOc1ccccc1C(=O)Nc1ccc(S(=O)(=O)NCc2ccco2)cc1	-27.6	2.2	6.9	-22.7	-0.6	4.9	-60.0	5.8
CCN1CCC2(CC1)OC(=O)C(C)=C2C(=O)NCc1ccccc1OC	-2.2	-3.4	-1.4	-2.2	0.2	-1.3	3.1	-9.7
O=C(NC1CCCC1)N1CC[C@@H]2CN(Cc3ccncc3)S(=O)(=O)[C@@H]2CC1	7.2	3.2	3.9	6.2	2.7	0.5	-103.0	0.4
O=C(NC1(c2nc(-c3cnccn3)no2)CCCCC1)c1ccco1	-1.1	-0.1	0.3	-3.1	0.2	1.2	x	x
COc1cc(=O)n2c(c1C(=O)Nc1cccc(F)c1C)CCCC2	-3.4	-1.1	-8.2	-5.5	-5.7	-0.7	-6.5	-11.4
CCN1Cc2c(C(=O)N3CCCCC3C)ncn2-c2ccccc2S1(=O)=O (stereo not given)	-6.8	-0.1	-4.2	-2.3	-27.4	-1.6	-13.6	-7.2
CC(=O)N1CCOc2cc(S(=O)(=O)N3CCC(C(=O)N4CCc5ccccc54)CC3)ccc21	-5.8	0.6	8.0	10.6	13.2	-1.6	5.3	14.4
O=C(CSc1n[nH]c(-c2ccc(F)cc2)n1)Nc1ccc(F)cc1	-26.2	0.1	-4.7	-6.5	0.7	5.2	-0.7	-3.0
C/C=C/[C@@H]1OC(=O)C=C[C@H]1O	-1.8	-0.9	-3.3	0.6	-1.9	-1.1	0.6	-4.2
COc1ccc(OCC(=O)Nc2ccc(C)c(OCc3cc(=O)n4ccccc4n3)c2)cc1	-5.2	-7.2	-8.8	50.1*	-10.8	-5.0	-55.5	-12.9
O=C(CSC1=NC2(CCCC2)Nc2ccccc21)Nc1cccc(F)c1	-2.4	-1.8	-25.3	-41.4	-56.0	-5.4	-141.8	-37.7
COc1noc(C2CCN(S(=O)(=O)c3cccc(C)c3)CC2)c1C	4.5	4.5	18.6	29.9	16.5	2.8	28.5	8.1
CC(C)NC(=O)N1CCN(Cc2nc3cccnc3n2-c2ccccc2)CC1	1.7	-0.6	-1.0	-1.6	10.4	-1.4	-3.6	-1.1
Cc1ccc(-c2nc3c(c(SCC(=O)Nc4cccc(C(F)(F)F)c4)n2)COC(C)(C)C3)cc1	3.1	0.7	2.7	-2.4	-0.1	-1.2	13.6	2.0
N#Cc1ccc(C(=O)Nc2nnc(C3CCCCC3)s2)cc1	3.6	0.1	15.3	15.4	15.0	9.6	26.8	8.4
CC(C)CC(NC(=O)C1CC1)c1nc2cccnc2n1C (stereo not given)	0.6	0.2	-5.1	0.3	4.6	0.6	9.1	-5.2
CCc1noc(-c2ccc(=O)n(CC(=O)Nc3ccccc3)c2)n1	3.7	1.2	16.1	22.4	16.0	5.6	37.7*	14.1

Given as labelled records: part of the list above
> N#Cc1ccc(C(=O)Nc2nnc(C3CCCCC3)s2)cc1
  USP7 block = 3.6
  UCHL1 block = 0.1
  OTUD3 block = 15.3
  USP17 block = 15.4
  USP8 block = 15.0
  USP10 block = 9.6
  USP30 inh = 26.8
  USP28 inh = 8.4

> O=C(CSc1n[nH]c(-c2ccc(F)cc2)n1)Nc1ccc(F)cc1
  USP7 block = -26.2
  UCHL1 block = 0.1
  OTUD3 block = -4.7
  USP17 block = -6.5
  USP8 block = 0.7
  USP10 block = 5.2
  USP30 inh = -0.7
  USP28 inh = -3.0

> COc1ccc(OCC(=O)Nc2ccc(C)c(OCc3cc(=O)n4ccccc4n3)c2)cc1
  USP7 block = -5.2
  UCHL1 block = -7.2
  OTUD3 block = -8.8
  USP17 block = 50.1*
  USP8 block = -10.8
  USP10 block = -5.0
  USP30 inh = -55.5
  USP28 inh = -12.9

More compounds follow:
SMILES	USP7 block	UCHL1 block	OTUD3 block	USP17 block	USP8 block	USP10 block	USP30 inh	USP28 inh
Cc1ccc(S(=O)(=O)N[C@H](Cc2ccccc2)C(=O)NCc2cscn2)cc1C	0.2	0.3	12.8	-3.5	13.2	2.6	18.7	8.7
O=C(NCc1ccc2c(c1)OCO2)c1c(O)c2cnn(Cc3ccccc3)c2[nH]c1=O	7.9	0.2	8.6	7.3	57.4*	12.2	0.2	-2.8
N#Cc1ccc(CNC(=O)[C@@H]2Cc3nc[nH]c3CN2Cc2ccc(C(=O)O)cc2)cc1	-6.9	-5.6	-5.0	-9.2	1.4	-1.3	-4.1	-0.1
CN1CCc2c(C#N)c(N3CCOCC3)nc(NCC3CCCO3)c2C1 (stereo not given)	-26.7	-28.3	-48.6	-106.6	-137.8	-7.5	-411.4	-67.6
CCOC(=O)C1CCN(C(=O)c2cnc(Nc3ccc(C)c(Cl)c3)c3ccccc23)CC1	10.5	7.4	2.9	-2.1	-0.3	6.2	5.4	-4.9
N#Cc1ccccc1-c1ccccc1C(=O)NC1CCCCC1	-0.8	-0.1	-1.8	-8.6	1.7	0.9	-4.6	-8.1
Cc1cccc(CNS(=O)(=O)c2ccc3onc(C(=O)N4CCCC4)c3c2)c1	4.6	2.1	11.9	-0.3	-9.2	4.3	16.6	4.4
Cc1nn(-c2ccccc2)cc1-c1noc(C(=O)NCc2ccccn2)n1	-43.7	2.7	11.5	11.5	18.8	1.6	26.2	9.9
CCn1cc(C)c(C(=O)O)c1CC(=O)N1CCC(N2CCCCC2)CC1	-2.2	-6.8	-12.2	-11.2	-8.4	-3.8	-50.2	-18.9
O=C(C1CCCCC1)N1CCC2(CC1)NC(=O)N(CCc1ccccc1)C2=O	-0.2	0.3	5.2	6.5	6.6	1.2	5.6	4.8

Structures shown so far that contain an aryl methoxy group, in the order listed:
SMILES	USP7 block	UCHL1 block	OTUD3 block	USP17 block	USP8 block	USP10 block	USP30 inh	USP28 inh
COc1ccc(C(=O)N(C)CCc2noc(-c3ccc(Cl)cc3)n2)cc1	-56.1	1.7	-2.0	-4.7	-6.3	0.0	0.7	-3.5
CCN1CCC2(CC1)OC(=O)C(C)=C2C(=O)NCc1ccccc1OC	-2.2	-3.4	-1.4	-2.2	0.2	-1.3	3.1	-9.7
COc1cc(=O)n2c(c1C(=O)Nc1cccc(F)c1C)CCCC2	-3.4	-1.1	-8.2	-5.5	-5.7	-0.7	-6.5	-11.4
COc1ccc(OCC(=O)Nc2ccc(C)c(OCc3cc(=O)n4ccccc4n3)c2)cc1	-5.2	-7.2	-8.8	50.1*	-10.8	-5.0	-55.5	-12.9
COc1noc(C2CCN(S(=O)(=O)c3cccc(C)c3)CC2)c1C	4.5	4.5	18.6	29.9	16.5	2.8	28.5	8.1

(list continues)
SMILES	USP7 block	UCHL1 block	OTUD3 block	USP17 block	USP8 block	USP10 block	USP30 inh	USP28 inh
Cc1cc2nc(N(C)CC3COc4ccccc4O3)c3ccccc3n2n1 (stereo not given)	-16.9	5.1	0.2	-43.2	-200.9	2.3	-12.0	-3.3
COc1cccc(CCN2C[C@H]3CCN(C(=O)C4CCC4)CC[C@H]3S2(=O)=O)c1	3.0	-0.1	7.9	-0.6	-9.2	0.5	2.3	5.8
CC(C)CN1[C@H]2CCN(C(=O)c3cccn3C)CC[C@@H]2Oc2ccccc2S1(=O)=O	-3.6	-1.7	-9.3	-14.8	-23.7	-3.0	-6.2	-5.6
COc1ccc(-c2nccn3cc(C(=O)N4CCN(C)CC4)nc23)cc1	3.6	0.8	3.2	0.0	13.1	-4.4	17.7	1.8
Cc1ccc(S(=O)(=O)NC(=O)c2cc(C)n(CCCn3ccnc3)c2C)cc1	8.9	3.3	4.6	7.6	2.8	-1.5	-4.5	0.5
O=C(O)C1=C(CSc2nnnn2CS(=O)(=O)O)CS[C@@H]2[C@H](NC(=O)[C@H](O)c3ccccc3)C(=O)N12	4.4	1.9	5.8	-11.2	-92.9	-1.4	-22.1	3.2
CCOC(=O)c1cc(-c2ccccc2)sc1NC(=O)c1ccccc1OC	2.6	-0.3	5.7	3.0	-2.0	1.2	6.1	-2.0
Cc1onc(-c2ccccc2)c1CNC(=O)c1ccccc1C(=O)O	3.3	3.1	18.0	11.6	12.2	5.3	24.6	9.5
Nc1cc(C(=O)OCC(=O)N2CCC(Cc3ccccc3)CC2)ccc1Cl	5.4	3.4	11.6	5.5	15.9	3.6	12.2	14.2
Cn1c(N)c(C(=O)CN2CCN(C(c3ccccc3)c3ccccc3)CC2)c(=O)n(C)c1=O	-1.5	-0.6	4.0	-2.7	-8.9	-3.0	0.4	6.9
COc1ccc2[nH]cc(CCNC(=O)C3CCCCC3)c2c1	1.7	0.7	-4.8	-11.8	1.3	-0.7	-24.5	-9.8
O=C1COc2ccccc2C/C=C/CC2(CCN(C(=O)c3n[nH]c4c3CCC4)CC2)CN1	-14.4	-11.2	-27.5	-24.2	-18.2	-0.8	-71.7	-23.7
CCOc1ccc2[nH]c(=O)c(CN(CC3CCCN3CC)C(=O)NCc3ccccc3)cc2c1 (stereo not given)	-5.5	-1.1	-17.0	-4.0	-3.6	-3.9	-24.7	-16.9
Nc1nc(SCc2cccnc2)[nH]c(=O)c1NC(=O)c1ccco1	1.6	-0.2	0.4	-18.7	-224.4	-1.5	-16.8	0.0
O=C(NNS(=O)(=O)c1ccc(Br)cc1)NC1CCCCC1	-4.5	0.0	-0.4	6.2	8.0	3.4	6.6	-6.1
COc1ccc(OC)c(CN2CCCC(C(=O)N3CCC(Cc4ccccc4)CC3)C2)c1 (stereo not given)	0.1	-1.5	-1.5	-5.9	-10.7	-0.8	-30.7	-5.9
O=C(CN1CCC(Cc2ccccc2)CC1)Nc1ccc2c(c1)OCCO2	8.9	3.9	9.2	1.6	-19.3	3.8	29.8	9.5
CSc1ncnc2c1sc1nc(-c3ccccc3)c3c(c12)CC(C)(C)OC3	4.7	2.8	7.3	3.2	2.8	0.0	9.2	5.1
CCOC(=O)c1ccccc1NC(=O)Cc1c(C)n(C(=O)c2ccc(Cl)cc2)c2ccc(OC)cc12	-1.4	-0.3	-2.9	-5.3	-9.0	-2.3	-37.7	-12.3
COc1ccc(C(=O)N(c2ccc(F)cc2)c2nc3ccccc3s2)cc1OC	0.2	4.3	14.2	4.4	-39.3	0.0	48.4*	3.9
Cc1ccc(N2C(=O)c3cccnc3C2CC(=O)NCc2ccccc2)cc1 (stereo not given)	-1.4	0.9	6.3	4.7	7.2	-0.5	23.4	3.5
CCOC(=O)c1cc(-c2ccccc2)n(CCCC(=O)Nc2ccccc2OC)c1C	10.5	7.7	9.2	9.5	10.8	1.8	0.0	11.1
COC(=O)C1CCN(C(=O)CC[C@H]2CNC(=O)[C@@H]3[C@@H](CCN3Cc3ccc(C)cc3)N2C)CC1	-25.4	9.9	-0.8	-69.8	35.8*	1.6	-11.5	17.2
COc1ccc(Cl)cc1C(=O)Nc1cnc(N2CCN(C)CC2)nc1	-25.0	-2.2	-7.5	1.2	-29.6	-4.5	-95.0	0.4
C=C1CCC[C@]2(C)C[C@H]3OC(=O)C(CN4CCC(C(=O)OCC)CC4)[C@H]3CC12 (stereo not given in full)	1.9	2.7	-2.7	-2.3	-0.4	-0.3	4.5	-1.1
